# High-throughput results from PubChem BioAssay.
# Lipid storage S3 – qHTS Assay for Lipid Storage Modulators in Drosophila S3 Cells; Drosophila S3 cells, BODIPY lipid droplet fluorescence, 18-24 h; cells fed with added oleic acid; Potency in µM for hits, for the others lipid storage change, negative = inhibition, % at the top dose, mostly 46.1 µM; 320,000 tested, 0.64% active; active = well fitted inhibition curve with a large enough effect in the signal ratio, with a control signal flat, not every such curve was filed as active; inconclusive = small, poorly fitted or top-dose-only effect, or effect the other way, or a change in a side signal; the % refers to the signal ratio
#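 Laser-scanning cytometry quantifies lipid droplet accumulation (500–530 nm total intensity; droplet/cell object ratio) in oleic acid-fed (400 uM added) Drosophila S3 cells treated with a concentration series. 20 uM Triacsin C defined 100% inhibition.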
# Lipid storage S3 cell count max – also measured in Lipid storage S3; calls as there; cell number change, %; measured here: cell count max response;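 cells counted by Cell Tracker Red CMTPX staining in the red channel; peak over a dose series mostly up to 46.1 µM; percent activity relative to internal control wells on each plate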
# An asterisk follows results filed as active; i = inactive; ? = inconclusive; . = not tested or not shown. % is set by controls: 0 for no effect and ±100 for the full control effect; potency is the fitted concentration of half-maximal effect.
# The line under a structure holds: Lipid storage S3	Lipid storage S3 cell count max
O=C(CNS(=O)(=O)c1ccc(Br)cc1)Nc1ccc2c(c1)OCCO2
→ ?	.
COc1ccc(C(=O)OCCN=C2NS(=O)(=O)c3ccccc32)cc1OC
→ ?	.
CCOC(=O)N1CCN(C(=O)CS(=O)(=O)Cc2nc(-c3cccc(OC)c3)oc2C)CC1
→ ?	.
COCCCNC(=O)Cn1c(=O)n(Cc2ccc(C(=O)NCCc3ccc(OC)c(OC)c3)cc2)c(=O)c2ccccc21
→ ?	.
CCCCOCCCNc1ncnc2c1[nH]c1ccccc12
→ ?	.
Cc1ccc(NC(=O)CC2SC(=NCC3CCCO3)NC2=O)cc1Cl (configuration not stated)
→ 0.2%	-11.4
NC(=O)C1CCN(C(=O)C(Cc2ccccc2)NC(=O)c2ccccc2)CC1 (configuration not stated)
→ 2.0%	-1.6
CCc1ccc(CNC(=O)CCS(=O)(=O)Cc2ccccc2F)cc1
→ i	-3.1
Cn1nc(C(C)(C)C)c([N+](=O)[O-])c1C(N)=O
→ ?	.
COC(=O)c1sccc1NC(=O)Nc1cc(C)ccc1OC
→ ?	.
COc1cc(NS(=O)(=O)c2ccc(NC(=S)NC(=O)CC(C)C)cc2)nc(OC)n1
→ 0.5%	7.0
CCCCCCSc1ccc([C@H]2N[C@@](Cc3ccccc3)(C(=O)OC)[C@H]3C(=O)N(CC)C(=O)[C@@H]23)cc1
→ ?	.
Cc1ccccc1N1CCN(S(=O)(=O)c2ccc3oc(=O)ccc3c2)CC1
→ i	.
O=C(NC12CC3CC(CC(C3)C1)C2)c1cccnc1Cl
→ -12.5%	-12.9
CCn1c(N)c(C(=O)COC(=O)CCc2nc3ccccc3c(=O)[nH]2)c(=O)[nH]c1=O
→ 4.9%	-0.7
COc1ccc(Nc2nc(N)nc(C(F)(F)F)n2)c(OC)c1
→ ?	.
CC[C@@H](C)C(N)c1cn([C@@H](CCC(=O)O)C(=O)N2CCNCC2)nn1 (some centres not stated)
→ ?	.
COc1ccc(Nc2nc(Nc3ccc(OC)cc3OC)nc(N3CCN(C)CC3)n2)c(OC)c1
→ ?	.
O=C(Nc1cccnc1)C1CC(c2ccccc2O)=NO1 (configuration not stated)
→ ?	.
O=C1NC(=O)/C(=C/c2cccc([N+](=O)[O-])c2)N1
→ 3.5%	22.9

# Reprinted from the part before: 2 compounds; new compounds follow.
# The line under a structure holds: Lipid storage S3	Lipid storage S3 cell count max
O=C(Nc1cccnc1)C1CC(c2ccccc2O)=NO1 (configuration not stated)
→ ?	.
O=C1NC(=O)/C(=C/c2cccc([N+](=O)[O-])c2)N1
→ 3.5%	22.9
Fc1ccc(NC(=S)Nc2ccc(Cl)cc2Cl)cc1
→ 1.4%	-3.9
CSc1ccc(S(=O)(=O)Nc2ccc(S(=O)(=O)Nc3ccc(C)cc3)cc2)cc1
→ ?	.
O=C(CCCN1C(=O)c2ccccc2C1=O)NCCc1ccc(OC(F)F)cc1
→ ?	.
O=C(CSc1nc(CCC2CCCC2)nc2ccccc12)NCc1ccc2c(c1)OCO2
→ ?	.
Cn1c(SCc2ccccn2)nnc1-c1ccccc1
→ 11.8%	2.6
O=C(O)CC(NS(=O)(=O)Cc1ccccc1)c1cccc([N+](=O)[O-])c1 (configuration not stated)
→ ?	.
O=C(Nc1nccs1)c1cccc2ccccc12
→ ?	.
CCOc1ccc(CN2CCNC(=O)C2CC(=O)NCc2cc(C)n(C)n2)cc1 (configuration not stated)
→ ?	.
O=C(CN1C(=O)NC2(CCCCCC2)C1=O)Nc1ccc(Br)cc1Br
→ ?	.
O=C1CCC(=O)N1c1ccccc1
→ i	-7.1
O=C(NCC(=O)N(c1ccc(Cl)cc1)C(C(=O)NC1CCCC1)c1cccnc1)c1ccco1 (configuration not stated)
→ ?	.
COc1cc(/C=N/Nc2ccccc2)ccc1O
→ ?	.
COC(=O)c1[nH]c2cc(OC)ccc2c1NC(=O)CN1CCC(C(N)=O)(N2CCCCC2)CC1
→ -0.2%	2.4
COCCNC(=S)N1CCC(Cc2ccccc2)CC1
→ 6.9%	11.4
CN(CC(=O)N1CCCCCC1)S(=O)(=O)c1ccc(Br)cc1
→ ?	.
CC1(C)C(c2cccs2)=[N+]([O-])C2(CCCCC2=O)N1O (configuration not stated)
→ -17.3%	6.0
CCC(=O)N1CCn2c1nc1ccccc12
→ -0.5%	10.1
Fc1ccc(-c2csc(N3CCC(c4ccccc4)C3)n2)cc1 (configuration not stated)
→ ?	.
NC(=S)N/N=C/c1ccc2ccccc2c1
→ ?	.
COc1cc2c(cc1OC)n(CC(=O)NC1CCCCCC1)n1c(C)cc(=O)nc21
→ 8.2µM*	-21.9*
CCO[C@@H]1OC(C(=O)N2CCOCC2)=C[C@H](c2ccc(C(F)(F)F)cc2)[C@H]1CCCO
→ ?	.
Cc1cc(C)c2c(N)c(C(=O)N/N=C/c3cccnc3)sc2n1
→ ?	.
COc1ccc(CN(CC2CCC(C(=O)O)CC2)C(=S)Nc2ccccc2C)cc1 (configuration not stated)
→ -3.5%	-1.0
CC(=O)c1ccc(C)cc1OC(=O)c1cccc(F)c1
→ ?	.
Cn1ccnc1COc1ccc(/C=N/O)cc1
→ -6.8%	9.1
COc1cccc(CC(=O)N2CCCC(CCC(=O)N3CCN(c4ccccn4)CC3)C2)c1 (configuration not stated)
→ ?	.
Cc1nn(-c2ccc(C(=O)Nc3nnc(C4CC4)s3)cc2)c(C)c1Cl
→ ?	.
Cc1sc2nc(CN3CCOCC3)nc(NCCc3ccccc3)c2c1C
→ ?	.
COc1ccc(OC)c(NC(=O)Cc2cccs2)c1
→ i	.
Cc1cccc(N2CCN(C(=O)c3noc4c3COc3ccc(C)cc3-4)CC2C)c1 (configuration not stated)
→ -2.1%	-2.3
O=C(CSc1ccccc1)NCc1ccco1
→ 6.5%	-1.3
CSc1nsc(SCC(=O)N2CCCCC2)n1
→ ?	.
COc1ccc(C(=O)OCC(=O)NCC2CCCCC2)cc1S(=O)(=O)N1CCCc2ccccc21
→ ?	.
O=C(Cc1ccccc1[N+](=O)[O-])NCCC1=CCCCC1
→ -13.1%	10.2
Cc1nc2ccc(NC(=O)Cc3cccs3)cc2s1
→ 11.7%	-1.5
COc1ccc(N(CC(=O)Nc2ccc(F)cc2F)S(=O)(=O)c2c(C)nn(C)c2C)cc1
→ i	36.6
CCCCC(NC(=O)Cc1c(C)c2cc3c(C)c(C)oc3c(C)c2oc1=O)C(=O)O (configuration not stated)
→ ?	.
O=C(NC(=S)Nc1ccccc1N1CCOCC1)c1cccs1
→ ?	.
Cc1cc(C)c2c(CC(=O)O)c(C)[nH]c2c1
→ ?	.
CCn1c(CNc2nc3ccccc3n2C(C)C)nc2ccccc21
→ ?	.
CC(C)Oc1ccccc1NC(=O)CSc1nccn1C
→ ?	.
Cc1ccc2nc3sc(C(=O)Nc4ccc(F)cc4)cc3cc2c1
→ ?	.
Cc1ccc(N(CC(=O)O)S(=O)(=O)c2cccc3nonc23)cc1
→ ?	.
Cc1cc2c(c(=O)o1)C1(C(=O)N(CC(=O)O)c3ccccc31)C(C#N)=C(N)O2 (configuration not stated)
→ 15.6%	4.1
CCn1c(C(C)NC(=O)c2cccs2)nc2ccccc21 (configuration not stated)
→ ?	.
N#Cc1ccccc1S(=O)(=O)N1CCN(CC(O)c2ccccc2)CC1 (configuration not stated)
→ ?	.
COc1ccc(C)cc1NC(=O)C(CCS(C)(=O)=O)NC(C)=O (configuration not stated)
→ ?	.
CCOC(=O)c1sc(=S)n(-c2ccc(F)c(F)c2)c1N
→ i	.
C/C(=N\Nc1ccc(S(=O)(=O)Nc2ccccc2)cc1[N+](=O)[O-])c1ccncc1
→ ?	.
CSc1nc(C)c2c(n1)N(c1ccc(C(C)C)cc1)CC2
→ ?	.
BrC(/C=C\c1ccccc1)=N/Nc1nc(N2CCOCC2)nc(N2CCOCC2)n1
→ -25.1%	-2.8
COc1ccccc1N1C(=O)CC(Sc2n[nH]c(-c3cccc(C)c3)n2)C1=O (configuration not stated)
→ ?	.
Cc1ccccc1N(CC(=O)NC1CCCC1)C(=O)C1(C)CC(=O)N=C2C=CC(Cl)=CN21 (configuration not stated)
→ ?	.
CCc1ccccc1NC(=O)c1ccccc1N1C(=O)C2C3C=CC(C3)C2C1=O (configuration not stated)
→ ?	.
CNC(=O)COC(=O)c1ccc2c(c1)NC(=O)C1CCCN21 (configuration not stated)
→ ?	.
CCOC(=O)C1CCN(C(C)=C2C(=O)c3ccccc3C2=O)CC1
→ i	22.2
CCC(C)N(C(=O)COC(=O)Cc1n[nH]c(=O)c2ccccc12)C1CCS(=O)(=O)C1 (configuration not stated)
→ ?	.
O=C(N/C(=C/c1ccccc1)C(=O)N1CCCCCC1)c1ccccc1
→ 0.6%	10.3
Cc1c(-c2ncn[nH]2)sc(C#N)c1-c1ccccc1
→ ?	.
CCOC(=O)c1ccc(S(=O)(=O)N2CCN(S(=O)(=O)CC)CC2)cc1
→ ?	.

# Carrying on.
# The line under a structure holds: Lipid storage S3	Lipid storage S3 cell count max
CCSc1ccccc1C(=O)NC1CCCCC1
→ 0.9%	5.2
C#CCN1C(=O)C(O)(CC(=O)c2cccc(OC)c2)c2ccccc21 (configuration not stated)
→ i	.
COc1ccc(OCCOC(=O)CCS(=O)(=O)c2ccc(C)cc2)cc1
→ 12.3%	13.0
O=C(O)C[C@@H](CNC(=O)COc1ccc2ccc(=O)oc2c1)c1ccc(Cl)cc1
→ i	5.0
O=C(NCc1ccco1)c1ccc(COc2cc(Cl)ccc2Cl)cc1
→ -0.3%	-8.8
Cc1c(NCc2cccnc2)cccc1C(=O)O
→ ?	.
CCCCOc1ccc(C(O)C(CN2CCCCC2)c2ccccc2)cc1 (configuration not stated)
→ 3.3%	1.3
CCOc1ccc(C(=O)Nc2nnc(SCC(=O)NCC3CCCO3)s2)cc1 (configuration not stated)
→ ?	.
Cc1cccc(C)c1Nc1nnc(SCc2nc3ccccc3s2)s1
→ -1.0%	8.8
CCOC(=O)C1=C(CSc2nccn2C)NC(=O)NC1c1ccc2c(c1)OCO2 (configuration not stated)
→ ?	.
COc1ccc(-n2c(=S)[nH]c3cc(C(=O)NCCCN4CCOCC4)ccc3c2=O)cc1
→ ?	.
CC(=O)c1cccc(NC(=O)CCS(=O)(=O)c2cc3c(cc2C)NC(=O)CO3)c1
→ i	8.8
CN1C(=O)NC(c2ccccc2[N+](=O)[O-])C2=C1CCCC2=O (configuration not stated)
→ -26.1%	-22.3
CCCC[n+]1c(C)sc2cc(OC)ccc21
→ -5.4%	8.4
CCN(CC(=O)NCc1ccc(F)cc1)C(=O)c1ccc(COc2ccccc2)cc1
→ 7.0%	2.3
Cc1cc(C)c2nc(NCc3ccccc3O)sc2c1
→ ?	.
COc1ccc(CCNC(=O)C(=O)NCC2OCCN2C(=O)c2ccc(Cl)cc2)cc1OC (configuration not stated)
→ ?	.
Cn1cc(Br)c(C(=O)NNC(=O)c2ccc(Br)cc2)n1
→ ?	.
COc1ccc2cc(CCNC(=O)CCc3ccccc3)c(=O)[nH]c2c1
→ ?	.
COCCN(C(=S)Nc1ccc(C)cc1C)C(C)c1ccco1 (configuration not stated)
→ 4.4%	-1.7

# Fetched one by one from the list above (7):
# The line under a structure holds: Lipid storage S3	Lipid storage S3 cell count max
Cn1cc(Br)c(C(=O)NNC(=O)c2ccc(Br)cc2)n1
→ ?	.
C#CCN1C(=O)C(O)(CC(=O)c2cccc(OC)c2)c2ccccc21 (configuration not stated)
→ i	.
CCCCOc1ccc(C(O)C(CN2CCCCC2)c2ccccc2)cc1 (configuration not stated)
→ 3.3%	1.3
COc1ccc(CCNC(=O)C(=O)NCC2OCCN2C(=O)c2ccc(Cl)cc2)cc1OC (configuration not stated)
→ ?	.
CN1C(=O)NC(c2ccccc2[N+](=O)[O-])C2=C1CCCC2=O (configuration not stated)
→ -26.1%	-22.3
CCOC(=O)C1=C(CSc2nccn2C)NC(=O)NC1c1ccc2c(c1)OCO2 (configuration not stated)
→ ?	.
COc1ccc2cc(CCNC(=O)CCc3ccccc3)c(=O)[nH]c2c1
→ ?	.

# Not a retest: 2 of the compounds above.
# The line under a structure holds: Lipid storage S3	Lipid storage S3 cell count max
COc1ccc(-n2c(=S)[nH]c3cc(C(=O)NCCCN4CCOCC4)ccc3c2=O)cc1
→ ?	.
CC(=O)c1cccc(NC(=O)CCS(=O)(=O)c2cc3c(cc2C)NC(=O)CO3)c1
→ i	8.8

# Continuation.
# The line under a structure holds: Lipid storage S3	Lipid storage S3 cell count max
COc1ccc(OC)c(-n2c(-c3cc(-c4ccco4)[nH]n3)n[nH]c2=S)c1
→ -13.1%	9.2
Fc1ccc(Cn2nnc(-c3ccc(CN4CCOCC4)cc3)n2)cc1
→ ?	.
CCOC(=O)C(NCc1ccc(F)cc1)(NC(=O)c1ccccc1)C(F)(F)F (configuration not stated)
→ ?	.
COc1ccc(S(=O)(=O)N(CC(=O)NCc2ccncc2)c2ccc(C)cc2)cc1Br
→ 3.1%	15.8
CCN(CC(=O)Nc1c(F)cccc1F)C(=O)CNC(=O)COc1ccccc1
→ 23.3%	0.8
O=C(Nc1cccc2nsnc12)c1ccc(F)cc1
→ ?	.
CCCCN(C(=O)c1cccc(S(=O)(=O)N2CCCCC2)c1)C1CCS(=O)(=O)C1 (configuration not stated)
→ -20.6%	-29.1
Cc1nc2c(cc1NC(=O)C(C)(C)C)nc(C)n2Cc1ccccc1
→ ?	.
CN(Cc1nc2ccccc2c(=O)[nH]1)CC(O)COCc1ccco1 (configuration not stated)
→ i	.
NC(=O)C1C(c2ccccc2)=C1c1ccccc1
→ 13.9%	-13.1
Cc1ccn2c(CNCC3OCCc4ccccc43)c(C(=O)N3CCCCCC3)nc2c1 (configuration not stated)
→ 8.3%	6.9
CCNC(=S)Nc1cc(-c2ccc(Cl)cc2)[nH]n1
→ ?	.
Cc1ccccc1OCC(=O)OCC(=O)NCCNC(=O)COC(=O)COc1ccccc1C
→ -11.2%	-20.0

# Not all compounds are listed, so the mix of outcomes need not match the whole.
